Compound activity as filed in PubChem BioAssay.
MrgX1 antagonist = antagonists of human MrgX1 receptor; Q96LB2; B-score at 10 µM; MRGX1-HEK293 calcium flux, Fluo-4, BAM8-22 antagonism; stronger effect = lower value; actives 1.3% (n = 310,000);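 active means calcium-response B-score plate-corrected more than 3 library SD below zero, starting fluorescence within 5 deviations, no agonist response on first addition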;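 further: peak minus trough fluorescence over baseline after final BAM8-22 challenge near maximal dose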
MrgX1 PAM = allosterically activates human MrgX1 receptor signaling; MrgX1-HEK293, Fluo-4 calcium flux, FDSS; stronger effect = higher value; Q96LB2; AID 588675; B-score at 10 µM; actives 0.63% (n = 310,000);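 active means plate-corrected calcium response at least 3 library SD above typical, normal starting fluorescence, not activating the receptor alone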;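 further: compound read alongside a low EC10 to EC30 dose of BAM8-22 agonist; peak minus trough fluorescence over baseline measured at the second addition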
RGS4 act = RGS4 potentiation or activation. HEK293 M3R/inducible RGS4, carbachol calcium flux Fluo4; stronger effect = lower value. B-score at 10 µM. actives 0.92% (n = 310,000). AID 463111;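 active means B-score of the integrated calcium signal more than 4 SD below the library mean, with starting fluorescence not abnormally high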;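 further: negative B-score means reduced calcium response which marks RGS4 activation or potentiation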
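Assay system: HEK293 FlpIn-TREx cells, stable M3R, doxycycline-inducible RGS4 / Probe or stimulus: carbachol, ECmax concentration / Times: overnight RGS4 induction, 30 min dye load 37 °C, 20 min compound RT / Signal: kinetic calcium fluorescence imaging with Fluo4-AM dye, 2 µM / Measure: Agonist-evoked peak-minus-minimum fluorescence over baseline, integrated ratio, B score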
RGS4 block = human RGS4 inhibition | actives 0.45% (n = 310,000) | AID 463165 | HEK293 M3R/RGS4 inducible, Fluo-4 calcium flux; stronger effect = higher value; triggered by carbachol at its EC20 | P49798 | B-score at 10 µM;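 active means B-score, a plate-corrected calcium signal, over three deviations above library mean, with baseline fluorescence within five deviations of library mean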;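 further: RGS4 expression induced by doxycycline in cells with stable M3 receptor; B-score is computed from the integrated fluorescence ratio over baseline after carbachol; higher B-score means a larger calcium signal and so more RGS4 inhibition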
Target sequence (P49798 whole entry, looked up): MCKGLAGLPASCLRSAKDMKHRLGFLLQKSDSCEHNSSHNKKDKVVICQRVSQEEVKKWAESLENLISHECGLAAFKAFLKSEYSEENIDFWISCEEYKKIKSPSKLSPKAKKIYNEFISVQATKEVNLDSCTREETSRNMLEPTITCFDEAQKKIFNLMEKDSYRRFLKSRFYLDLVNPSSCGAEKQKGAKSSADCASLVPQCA
TRPC6 act = activators of mouse TRPC6 channel; B-score at 10 µM; actives 0.13% (n = 310,000); HEK293-TRPC6 membrane potential dye fluorescence; stronger effect = higher value; Q61143;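 active means B-score of the integrated fluorescence ratio above library mean plus 3 SD, and starting fluorescence ratio within library mean plus 5 SD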;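 further: higher score means more depolarization so channel activation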
Target sequence (Q61143 whole entry, looked up): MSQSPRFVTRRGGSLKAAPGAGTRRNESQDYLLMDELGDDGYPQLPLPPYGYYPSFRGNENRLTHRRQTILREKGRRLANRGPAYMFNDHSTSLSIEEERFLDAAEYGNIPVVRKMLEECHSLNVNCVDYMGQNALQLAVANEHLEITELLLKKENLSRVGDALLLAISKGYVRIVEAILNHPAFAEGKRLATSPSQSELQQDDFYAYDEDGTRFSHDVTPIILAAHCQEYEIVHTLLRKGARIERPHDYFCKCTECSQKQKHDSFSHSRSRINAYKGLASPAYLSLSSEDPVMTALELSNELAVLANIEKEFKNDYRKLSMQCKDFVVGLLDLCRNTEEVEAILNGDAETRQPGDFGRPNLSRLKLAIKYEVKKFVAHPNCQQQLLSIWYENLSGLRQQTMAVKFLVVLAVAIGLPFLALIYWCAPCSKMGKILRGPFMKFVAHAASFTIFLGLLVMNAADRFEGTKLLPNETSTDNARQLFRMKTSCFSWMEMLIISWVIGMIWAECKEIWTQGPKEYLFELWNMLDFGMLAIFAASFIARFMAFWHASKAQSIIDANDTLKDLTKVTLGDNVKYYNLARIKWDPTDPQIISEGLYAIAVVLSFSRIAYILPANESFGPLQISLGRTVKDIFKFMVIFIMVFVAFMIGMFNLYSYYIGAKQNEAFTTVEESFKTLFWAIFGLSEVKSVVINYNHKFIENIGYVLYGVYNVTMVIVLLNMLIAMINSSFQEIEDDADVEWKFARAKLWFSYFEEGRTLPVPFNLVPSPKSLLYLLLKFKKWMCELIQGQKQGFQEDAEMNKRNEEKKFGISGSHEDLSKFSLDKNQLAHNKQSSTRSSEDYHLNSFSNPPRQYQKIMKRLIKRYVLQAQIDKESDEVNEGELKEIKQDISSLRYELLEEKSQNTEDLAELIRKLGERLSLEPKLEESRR
MrgX1 agonist = human MrgX1 receptor agonism, primary screen. Q96LB2. B-score at 10 µM. actives 0.44% (n = 310,000). AID 588627. MrgX1-HEK293 cells, Fluo-4 calcium fluorescence, agonist mode; stronger effect = higher value;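 active means calcium response B-score plate-corrected fluorescence ratio at least 3 library SD, with starting fluorescence B-score inside 5 SD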
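Material: MrgX1-expressing HEK293 cells; input: 15,000 cells per well; doses: test compound given as first of three sequential additions; schedule: overnight plating before 1 h dye loading; technique: Fluo-4 NW calcium-flux fluorescence, kinetic read; evaluation: baseline-normalised fluorescence change ratio, B-scored; control set: plate-wise positive and negative controls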
Platelet DG rel = platelet dense granule release activity; human platelet-rich plasma, SFLLRN dense granule ATP release, luminescence; inhibition, %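 (compounds screened at 7.5 µM in platelet-rich plasma)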; actives 0.22% (n = 300,000); AID 1663;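 active means mean replicate score, as percent of positive control, at or above 50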
HIF activator = HIF pathway transcriptional activation | U2OS HRE-luciferase reporter, luminescence; normalized: DMSO 0%, desferrioxamine 100% | activation, % at 7.5 µM (by protocol) | actives 0.32% (n = 300,000) | AID 1910;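 active means mean activation of at least 10% of the iron chelator positive control signal, with at least half of replicates also reaching 10%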
TRPC4 inh = blocks the mouse TRPC4 cation channel; Q9QUQ5; HEK293 TRPC4beta/mu-opioid, DAMGO-evoked Fluo4 calcium flux; stronger effect = lower value; B-score at 10 µM; actives 0.39% (n = 300,000); AID 2247;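 active means B-score over 3 SD under the library average, no early fluorescence shift, positive overall ratio signal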
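System: stable TRPC4beta/mu-opioid receptor HEK293 cells; Dosing: single-point compound dosing; Measured by: Fluo4 Ca2+ flux fluorescence; Read-out basis: per-well B score of integrated baseline-normalized Fluo4 ratio.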
TRPC6 inh = inhibitors of mouse TRPC6 channel. Q61143. HEK293-TRPC6, membrane potential dye, ACh-evoked depolarization; stronger effect = lower value. B-score at 10 µM. actives 1.1% (n = 310,000). AID 2553;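 active means B-score under library mean minus 3 SD, initial fluorescence not abnormally high, positive integrated signal ratio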;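 further: B-score derived from integrated fluorescence ratio over the kinetic read; more negative B-score means stronger inhibition of depolarization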
SKKanGAS inh = SKKanGAS growth inhibition; actives 1.3% (n = 300,000); inhibition, % at 7.5 µM; AID 1662; S. pyogenes SKKanGAS, kanamycin growth, BacTiter-Glo, 6 h;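 active means mean replicate score, as percent of positive control median, at least 50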;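 further: strain carries kanamycin resistance gene driven by streptokinase promoter and grows in 40 µg/ml kanamycin; loss of luminescence reflects streptokinase promoter inhibition or plain growth inhibition; 0% = median of DMSO wells and 100% = positive control at its reference dose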
An asterisk follows results filed as active; i = inactive; nt = no result given.

SMILES	MrgX1 antagonist	MrgX1 PAM	RGS4 act	RGS4 block	TRPC6 act	MrgX1 agonist	Platelet DG rel	HIF activator	TRPC4 inh	TRPC6 inh	SKKanGAS inh
O=C(COc1ccc(Br)cc1Br)NN1C(=O)c2ccccc2C1=O	i	i	i	i	i	i	1.1	0.0	i	i	-0.8
O=C(Nc1ccn(Cc2c(F)c(F)cc(F)c2F)n1)c1ccc(COc2ccc(Cl)cc2Cl)o1	i	i	i	i	i	i	6.1	-0.7	i	i	50.0*
O=C(O)CCC(=O)N1CN2CN(C(=O)CCC(=O)O)CC([N+](=O)[O-])(C2)C1	i	i	i	i	i	i	3.7	-0.4	i	i	6.8
O=C(NCc1cn2ccsc2n1)Nc1cccc(Cl)c1	i	i	i	i	i	i	-5.0	0.6	i	i	18.2
CC(C(=O)NCc1ccco1)n1nc(-c2ccccc2)c2cc(Cl)ccc21 (centres undefined)	i	i	i	i	i	i	4.3	nt	i	i	-0.6
CCCCNC(=O)C1CC(c2cccc(F)c2)=NO1 (centres undefined)	i	i	i	i	i	i	-0.3	3.7	i	i	1.0
NC(=S)N/N=C1\CC(n2nnn(-c3cccc(Cl)c3)c2=S)C2COC1O2 (centres undefined)	i	i	i	i	i	i	-2.5	-0.2	i	i	-4.0
O=C(NCCCN1CCOCC1)Nc1ccc(Cc2ccc(NC(=O)NCCCN3CCOCC3)cc2)cc1	i	i	i	i	i	i	-3.6	0.2	i	i	-2.0
Cc1csc2ncnc(N3CCN(C(=S)Nc4ccc(C(F)(F)F)cc4)CC3)c12	i	i	i	i	i	i	-24.1	0.0	i	i	14.9
Cc1ccc2[nH]c(O)c(N=O)c2c1	i	i	i	i	i	i	11.3	0.0	i	i	12.9
Cc1ccc(S(=O)(=O)c2nc(C(C)(C)C)oc2N2CCOCC2)cc1	i	i	i	i	i	i	-15.0	-0.4	i	i	7.1
Cc1cccc(NC(=O)CN(C)S(=O)(=O)c2cccs2)c1	i	i	i	i	i	i	-2.9	1.9	i	i	4.1
COc1ccc(NC(=O)CSc2nnnn2C2CCCCC2)c(OC)c1	i	i	i	i	i	i	-10.6	-0.1	i	i	4.0
CCN(CC)CCNC(=O)c1cc2cc(Br)ccc2s1	i	i	i	i	i	i	1.7	-0.5	i	i	-7.8
CCN1C(=O)CC(N2CCN(c3ccc(C(=O)c4ccncc4)cc3)CC2)C1=O (centres undefined)	i	i	i	i	i	i	-0.2	0.3	i	i	1.8
CCCC(CCC)C(=O)Nc1ccc2c(c1)N(C(=O)CCN1CCN(C)CC1)c1ccccc1CC2	i	i	i	i	i	i	-3.9	-0.4	i	i	-0.7
Cc1cccc(C)c1NC(=O)CSc1nnc(NC(=O)CN2CCOCC2)s1	i	i	i	i	i	i	-0.7	-0.3	i	i	4.0
CC1(C)CC(=O)C2=C(C1)OC(c1ccncc1)C(C#N)=C2N (centres undefined)	i	i	i	i	i	i	1.4	-0.7	i	i	5.4
CCCCn1c(=O)nc2n(-c3ccc(C)cc3)c3ccccc3cc-2c1=O	i	i	i	i	i	i	4.4	nt	i	i	10.6
CCOC(=O)C1=C(C)N=C2SC(C)C(=O)N2C1c1ccc(OCC)c(OCC)c1 (centres undefined)	i	i	i	i	i	i	4.0	-0.4	i	i	8.3
O=C(COc1ccc2ccccc2c1)Nc1cccc2cccnc12	i	i	i	i	i	i	0.3	-0.7	i	i	-11.4
O=C(O)c1cccc(S(=O)(=O)N2CCCC(c3nc4c(nnn4Cc4ccc(F)cc4)c(=O)[nH]3)C2)c1 (centres undefined)	i	i	i	i	i	i	-4.4	-36.0	i	i	6.0
O=C(O)c1ccccc1-c1ccc(/C=C/c2cc(C(F)(F)F)[nH]c(=O)n2)o1	nt	nt	i	i	i	nt	-0.7	0.5	i	i	-21.6
Cc1ccc(N=Cc2c(O)ccc3ccccc23)cc1F	i	i	i	i	i	i	-2.4	2.6	i	i	7.0
O=C(CCc1nnc(CCCc2ccccc2)o1)NCCCC1CCCC1	i	i	i	i	i	i	-2.8	1.2	i	i	-11.5
Carrying on.
SMILES	MrgX1 antagonist	MrgX1 PAM	RGS4 act	RGS4 block	TRPC6 act	MrgX1 agonist	Platelet DG rel	HIF activator	TRPC4 inh	TRPC6 inh	SKKanGAS inh
COc1ccc(CC(=O)Nc2ccc(-c3cn4ccccc4n3)cc2)cc1OC	i	i	i	i	i	i	12.0	0.7	i	i	13.5
CN(Cc1cn(C)c2ccccc12)C(=S)Nc1cc(F)cc(F)c1	i	i	i	i	i	i	7.3	-0.3	i	i	2.8
O=C(CN(Cc1ccccc1)S(=O)(=O)c1ccc(Br)cc1)NCC1CCCO1 (centres undefined)	i	i	i	i	i	i	7.5	-0.3	i	i	-3.4
COc1cc(CN(C(=S)NCC(=O)NC2CCCC2)C2CCCC2)cc(OC)c1OC	i	i	i	i	i	i	-11.5	-0.3	i	i	-1.8
CC(=O)c1cccc(NC(=O)C2CCCN(S(=O)(=O)c3ccccc3)C2)c1 (centres undefined)	i	i	i	i	i	i	-2.9	0.2	i	i	-11.0
CCOC(=O)N1CCN(C(=O)COc2cc(=O)n(CC)c3ccccc23)CC1	i	i	i	i	i	i	-1.4	0.5	i	i	-6.7
Cc1cc(/C=N\NC(=O)COc2cccc3cccnc23)c(C)n1-c1ccc(Br)cc1	i	i	i	i	i	i	-10.6	-0.6	i	i	nt
N#Cc1ccc(OCC(=O)OCCCOC(=O)COc2ccc(C#N)cc2)cc1	i	i	i	i	i	i	-2.8	-0.3	i	i	-13.4
O=C(CSc1nnnn1-c1cccc2ccccc12)Nc1ccc(N2CCOCC2)c(Cl)c1	i	i	i	i	i	i	-13.0	-0.2	i	i	5.3
Cc1cccc(N2CCN(C(=O)CCNC(=O)Cn3ccc4ccccc4c3=O)CC2)c1C	i	i	i	i	i	i	1.2	0.1	i	i	-5.7
COc1ccc(OCC(=O)Nc2ccc(NC(=O)c3ccco3)c(C)c2)cc1	nt	nt	i	i	i	nt	4.0	-1.1	i	i	5.1
CCC1CCCCN1CC(=O)Nc1cc(C)nn1-c1nc(C)cc(C)n1 (centres undefined)	i	i	i	i	i	i	-3.1	0.1	i	i	3.7
CC(NC(=O)CNC(=O)Cc1cccc2ccccc12)c1ccc(S(N)(=O)=O)cc1 (centres undefined)	i	i	i	i	i	i	-8.1	-0.4	i	i	1.5
COc1ccc(C(=O)NC(=S)Nc2ccc(N3CCOCC3)cc2)cc1Cl	i	i	i	i	i	i	-2.8	-0.4	i	i	16.4
Cc1cc(Br)ccc1NC(=O)CN1C(=O)C2C3CC(c4ccccc4)C(C3)C2C1=O (centres undefined)	i	i	i	i	i	i	5.7	-0.7	i	i	7.8
O=C1CN(S(=O)(=O)c2ccc(Cl)cc2)c2ccccc2N1	i	i	i	i	i	i	3.3	0.7	i	i	2.1
CCN(CC)C(=O)c1cccc(NC(=O)c2ccc3c(=O)n4c(nc3c2)CCC4)c1	i	i	i	i	i	i	-6.3	0.3	i	i	-0.7
CC(c1ccccc1)C1NC(C(=O)O)CS1 (centres undefined)	i	i	i	i	i	i	3.7	-0.3	i	i	-3.4
CCNc1nc(NC(C)C)nc(N2CC(=O)N(CC(=O)OCC)C2=N)n1	i	i	i	i	i	i	7.5	-0.5	i	i	0.3
O=C(NCc1ccc2c(c1)OCO2)C1CC(=O)N(C2CCCCCC2)C1 (centres undefined)	i	i	i	i	i	i	-3.0	-0.1	i	i	-2.1
COc1ccccc1NS(=O)(=O)c1cccc(C(=O)NCC(c2ccco2)N(C)C)c1 (centres undefined)	i	i	i	i	i	i	-0.6	0.4	i	i	-4.9
CCC1CN(C(=O)N2CCC(C(=O)NCc3ccc(C)o3)CC2)c2ccccc2O1 (centres undefined)	i	i	i	i	i	i	-38.7	0.2	i	i	7.1
CCN(CC)c1ccc(/C=N/NC(=O)c2cnccn2)cc1	nt	nt	i	i	i	nt	-1.2	3.4	i	i	-7.0
CC1Cc2ccccc2N1S(=O)(=O)c1cccc(C(=O)NCCCO)c1 (centres undefined)	i	i	i	i	i	i	6.2	0.3	i	i	1.2
C=CCN1C(=O)C(O)(CC(=O)c2ccco2)c2cc(Br)ccc21 (centres undefined)	i	i	i	i	i	i	5.0	0.1	i	i	-5.3
More compounds follow:
SMILES	MrgX1 antagonist	MrgX1 PAM	RGS4 act	RGS4 block	TRPC6 act	MrgX1 agonist	Platelet DG rel	HIF activator	TRPC4 inh	TRPC6 inh	SKKanGAS inh
O=C(O)C1C2C=CC(C2)C1C(=O)NCc1ccoc1 (centres undefined)	i	i	i	i	i	i	-8.0	-0.6	i	i	-7.5
CCCN(C(=O)C1CCCN(c2ncnc3c2nc2n3CCCCC2)C1)c1ccc(F)cc1 (centres undefined)	i	i	i	i	i	i	13.8	nt	i	i	2.2
O=C(/C=C/NNC(=O)c1cccc(Br)c1)c1ccccc1	i	i	i	i	i	i	2.2	0.1	i	i	10.6
CN(C(=O)c1ccccn1)C1(C(=O)NC2CCCCC2)CCCCC1	i	i	i	i	i	i	0.5	0.6	i	i	-12.0
Cc1cc(C(F)(F)F)n2nc(C)c(-c3ccc(Cl)cc3)c2n1	i	i	i	i	i	i	2.8	-0.5	i	i	-1.4
N#C/C(=C(/O)CSc1ncn[nH]1)c1nc2ccccc2[nH]1	-6.09*	i	i	i	i	i	-3.8	-0.3	i	i	0.0
CNC(=O)NC(=O)C(NC1CCCc2ccccc21)c1ccccc1 (centres undefined)	i	i	i	i	i	i	15.6	0.2	i	i	4.2
O=C(CCc1ccccc1)NCc1ccc2c(c1)OCO2	i	i	i	i	i	i	1.8	-0.3	i	i	-7.2
CCc1ccc(C2C(C#N)=C(N)N(N(C)C)C3=C2C(=O)CCC3)s1 (centres undefined)	i	i	i	i	i	i	-7.7	-0.3	i	i	5.7
C/C(Cc1ccccc1)=N\NC(=O)CNC(=O)Cc1ccc(Cl)cc1	i	i	i	i	i	i	14.0	0.0	i	i	11.3
CC(C)CNC(=O)CC(c1ccccc1)c1ccccc1	i	i	i	i	i	i	5.3	0.3	i	i	-1.7
O=C(c1ccco1)N1CCN(Cc2cc(=O)c(OCc3ccc(F)cc3)co2)CC1	i	i	i	i	i	i	3.2	-0.4	i	i	0.5
